# Screens as filed in PubChem.
# Dyrk1A ADPGlo: Dyrk1A (rat) kinase inhibition; inhibition, % at 12.5 µM; ADP-Glo luminescence, NFATc1 peptide; 310,000 compounds, 0.43% hits; Q63470; in the data active means inhibition above about 50%;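 further: plate controls were vehicle with enzyme for no effect and no enzyme for full effect; many of its hits are not listed in these tables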
# TMEM16A act: mouse TMEM16A channel activation, primary screen. Q8BHY3. HEK293 TMEM16A/YFP-H148Q/I152L, iodide quench fluorescence; stronger effect = lower value. B-score at 10 µM. 340,000 compounds, 0.3% hits. AID 623877;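 active means fluorescence-ratio B-score plate-corrected deviation score at least 3 library SD below zero, with starting fluorescence score within 5 deviations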;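 further: channel opened by trigger with iodide after compound preincubation; score built on the fluorescence ratio of max minus min over baseline; more negative score means more quench and so TMEM16A activation or potentiation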
# hERG protect: hERG (human) protection from proarrhythmic block. CHO-hERG, FluxOR thallium flux, dofetilide IC70 present. Q12809. 310,000 compounds, 0.51% hits. activation (rescue from dofetilide block), less the hit threshold, % at 10 µM;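 active means activation above the mean of controls blocked by dofetilide plus 5 SD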;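 further: thallium influx through hERG after potassium depolarization seen as dye fluorescence rise; in these data hits start at about 4.7%; inactives centre near -7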
# TRPC4 potent: TRPC4 (mouse) allosteric potentiation; HEK293 TRPC4beta/mu-opioid, DAMGO EC20, Fluo-4 Ca2+ flux; stronger effect = higher value; B-score at 10 µM; 310,000 compounds, 0.42% hits; Q9QUQ5;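 active means B-score of calcium response area above 5 SD of library B-scores, with initial fluorescence ratio within 5 SD of library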;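 further: B-score of integrated fluorescence ratio over time as area under calcium response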
# TRPC4 act: opens the mouse TRPC4 cation channel. HEK293 TRPC4beta/mu-opioid, Fluo4 calcium fluorescence; stronger effect = higher value. B-score at 10 µM. 310,000 compounds, 0.49% hits. AID 2237;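 active means B-score above 5 SD of library B-scores, and initial fluorescence ratio not above library mean plus 5 SD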;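 further: positive B-score marks a calcium rise read as TRPC4 activation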
#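 Assay system: HEK293 stable line with TRPC4beta plus mu-opioid receptor; schedule: 45 min room-temperature Fluo4 loading, 110 s read; technique: kinetic Fluo4 calcium fluorescence; evaluation: integrated baseline-normalised fluorescence ratio, converted to per-well B score; controls: buffer (low) and maximal DAMGO (high)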
# KCNQ1 block: blocks the human KCNQ1 potassium channel. P51787. CHO-K1 KCNQ1, FluxOR thallium flux fluorescence; stronger effect = higher value. B-score at 10 µM. 310,000 compounds, 1.3% hits;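 active means compounds whose thallium flux B-score, printed positive for inhibition, exceeds three library SD while starting fluorescence stays within three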;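 further: channel opened by potassium depolarization with thallium stimulus after 20 min compound exposure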
# KCNK9 block: blocks the human KCNK9 two-pore domain potassium channel | Q9NPC2 | HEK293 KCNK9, FluxOR thallium flux fluorescence; stronger effect = lower value | B-score at 10 µM | 310,000 compounds, 1.2% hits | AID 488922;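 active means ratio B-score over 3 SD below the library mean, with starting fluorescence within 5 SD of its mean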;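 further: negative B-score means less thallium flux so channel inhibition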
# Target sequence (Q9NPC2 whole entry, looked up, the tested form may be a part): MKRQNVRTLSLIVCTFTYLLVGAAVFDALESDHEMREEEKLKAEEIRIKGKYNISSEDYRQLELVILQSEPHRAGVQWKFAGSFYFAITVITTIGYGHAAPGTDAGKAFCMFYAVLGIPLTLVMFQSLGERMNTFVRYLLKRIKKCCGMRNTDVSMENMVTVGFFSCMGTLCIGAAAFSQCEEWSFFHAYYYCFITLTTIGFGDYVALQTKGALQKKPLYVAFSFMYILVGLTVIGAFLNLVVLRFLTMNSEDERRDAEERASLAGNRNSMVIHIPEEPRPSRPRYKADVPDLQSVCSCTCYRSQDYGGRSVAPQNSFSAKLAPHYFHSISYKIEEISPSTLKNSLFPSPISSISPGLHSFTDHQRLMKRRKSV
# KCNQ1 pot: potentiators or activators of human KCNQ1 potassium channel | CHO-K1 KCNQ1, thallium flux FluxOR fluorescence; stronger effect = higher value | AID 2648 | 310,000 compounds, 0.35% hits | P51787 | B-score at 10 µM;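 active means fluorescence ratio B-score, a plate-corrected score, at least three library SD, with initial intensity B-score within 5 SD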
#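 assay system = KCNQ1-transfected CHO-K1 cells | medium = assay buffer with matched DMSO | probe or stimulus = depolarizing K+/Tl+ stimulus, K2SO4 and Tl2SO4 each 12.5 mM in 5x stock | dosing = single dose | incubation = dye 90 min, compound 20 min, room temperature | detection = kinetic FluxOR fluorescence, 10 s baseline plus 110 s post-stimulus | evaluation = ratio B score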
# KCNK3 block: human KCNK3 channel inhibition, primary screen; B-score at 10 µM; CHO-KCNK3 thallium flux, FluxOR fluorescence; stronger effect = lower value; AID 602410; 340,000 compounds, 0.84% hits; O14649;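 active means B-score under library mean minus 4 SD, starting fluorescence ratio at most library mean plus 5 SD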;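 further: more negative B-score means stronger inhibition of thallium flux through KCNK3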
# HDAC3 inhib: blocks human histone deacetylase 3. O15379. recombinant HDAC3, fluorogenic peptide/trypsin coupled, fluorescence. inhibition, % at 8.3 µM. 320,000 compounds, 0.15% hits. AID 2718; in the data active means inhibition above about 26%, passing the limit was not always enough
# Target sequence (O15379 whole entry, looked up): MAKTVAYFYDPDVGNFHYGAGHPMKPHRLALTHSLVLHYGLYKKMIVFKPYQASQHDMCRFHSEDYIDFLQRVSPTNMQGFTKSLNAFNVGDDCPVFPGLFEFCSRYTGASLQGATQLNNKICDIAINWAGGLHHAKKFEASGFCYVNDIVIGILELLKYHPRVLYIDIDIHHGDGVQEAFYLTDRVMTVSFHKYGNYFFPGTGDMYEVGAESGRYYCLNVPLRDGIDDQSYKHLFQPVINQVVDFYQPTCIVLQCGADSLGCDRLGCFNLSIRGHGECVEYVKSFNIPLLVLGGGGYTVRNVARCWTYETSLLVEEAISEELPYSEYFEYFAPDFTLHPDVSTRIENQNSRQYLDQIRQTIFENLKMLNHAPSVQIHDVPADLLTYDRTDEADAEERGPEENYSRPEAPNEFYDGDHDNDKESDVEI
# TMEM16A inh: inhibitors of mouse TMEM16A calcium-activated chloride channel. HEK293 TMEM16A/YFP iodide influx fluorescence, ionomycin. normalized B-score (activity score, 25-100; higher = stronger inhibition) at 10 µM. 310,000 compounds, 1.2% hits. AID 588511;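 active means ratio plate-corrected score three or more library SD toward inhibition, starting fluorescence score within five deviations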;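 further: score derived from kinetic fluorescence span divided by baseline fluorescence per well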
# An asterisk follows results filed as active; i = inactive; x = not tested or not shown.
SMILES,Dyrk1A ADPGlo,TMEM16A act,hERG protect,TRPC4 potent,TRPC4 act,KCNQ1 block,KCNK9 block,KCNQ1 pot,KCNK3 block,HDAC3 inhib,TMEM16A inh
CN(Cc1ccccc1)C(=O)CSc1nc2c(c(C(F)(F)F)n1)CCc1ccccc1-2,1,i,-7,i,i,i,i,i,i,3,25*
COc1ccccc1NC(=O)C(C)NC(c1ccccc1)c1ccccc1 (stereo not given),-5,i,-7,i,i,i,i,i,i,6,i
Cc1csc(SCc2ccccc2C(=O)O)n1,-2,i,-8,i,i,i,i,i,i,-6,i
CCOc1cc(CNC)ccc1OCC(=O)NC(C)(C)C,3,i,-10,i,i,i,i,i,i,-4,i
COc1ccc(NC(=O)CN(C)C(=O)c2ccccc2OCC(=O)Nc2cccc(C(F)(F)F)c2)cc1,1,i,-4,i,i,i,i,i,i,-1,i
O=C(CSCc1ccc([N+](=O)[O-])cc1)N/N=C/c1ccncc1,0,i,-8,i,i,i,i,i,i,-1,i
COc1ccc(OC)c(S(=O)(=O)ON2C(=O)c3ccccc3C2=O)c1,0,i,-6,i,i,i,i,i,i,37*,i
O=C(NCC(=O)N(c1cccc(F)c1)C(C(=O)NCC1CCCO1)c1ccccc1)c1ccco1 (stereo not given),-7,i,-4,i,i,i,i,i,i,3,i
CC[N+](CC)(CC#Cc1ccccc1)CC#Cc1ccccc1,-3,i,-20,i,i,i,i,i,i,-2,i
C/C(=N\NC(=O)c1c([N+](=O)[O-])c(C)nn1C)c1ccc(NC(=O)C2CCCC2)cc1,-7,i,-13,i,i,i,i,i,i,-1,i
CC(=O)N(C)c1ccc(N=Cc2cc3c(cc2[N+](=O)[O-])OCO3)cc1,1,i,-5,i,i,i,i,i,i,7,i
Cc1ccc2c(c1)NC(=O)c1cccnc1N2,12,i,-8,i,i,i,i,i,i,-6,i
O=C(N/N=C/c1ccc(Br)s1)c1ccncc1,-1,i,-16,i,i,i,i,i,i,7,i
CC(C)c1cc(=O)[nH]c(N2CCN(Cc3ccc4c(c3)OCO4)CC2)n1,0,i,-6,i,i,i,i,i,i,-1,i
Cc1ccc(C(=O)O/N=C/c2c(N3CCOCC3)n(C)c3ccccc23)cc1,9,i,-11,i,i,i,i,i,i,0,i
COC(=O)c1cc(NC(=O)c2cccc(Cl)c2)c(=O)oc1/C=C/Nc1cc(C)cc(C)c1,x,x,-5,i,i,i,i,i,x,-5,i
Cn1c(Cn2c(=O)sc3ccccc32)nnc1SCC(=O)N1CCCCCC1,6,i,-5,i,i,i,i,i,i,-5,i
Cc1csc(NC(=O)c2ccc(OCC3CCCO3)cc2)n1 (stereo not given),x,i,-13,i,i,i,i,i,i,2,i
Cc1ccc(-c2nnn(CC(=O)N(Cc3ccccc3)C(C(=O)NC(C)(C)C)c3ccncc3)n2)o1 (stereo not given),-1,i,-13,i,i,i,i,i,i,4,i
COc1ccc(C2=CC(=O)CC(c3ccccc3)C2)cc1 (stereo not given),3,i,-3,i,i,i,i,i,i,6,i
O=C(CCNS(=O)(=O)c1ccc(Br)cc1)NCc1ccc(Cl)cc1,x,i,-5,i,i,i,i,i,i,2,i
Cc1cc(C)nc(Sc2ccc(C=O)cc2[N+](=O)[O-])n1,-4,i,-13,i,i,i,i,i,i,-4,i
Cc1ccc([N+](=O)[O-])c(OCCCN2C(=O)NC(C)(C)C2=O)c1,x,i,-8,i,i,i,i,i,i,-2,i
CC(Oc1ccc2ccc(=O)oc2c1)C(=O)c1ccccc1 (stereo not given),7,i,-5,i,i,i,i,i,i,2,i
O=C(c1cccc(Cl)c1)N1CCN(c2ncnc3c2cnn3-c2ccccc2)CC1,1,i,-3,i,i,i,i,i,i,1,i

# (next part)
SMILES,Dyrk1A ADPGlo,TMEM16A act,hERG protect,TRPC4 potent,TRPC4 act,KCNQ1 block,KCNK9 block,KCNQ1 pot,KCNK3 block,HDAC3 inhib,TMEM16A inh
CCOC(=O)C1(Cc2cccc(OC)c2)CCCN(C(=O)CNC(C)=O)C1 (stereo not given),12,i,2,i,i,i,i,i,i,6,i
O=C1c2ccccc2NC(c2ccc(O)cc2)N1c1ccccc1 (stereo not given),-5,x,-8,i,i,i,i,i,i,4,i
Cc1onc(-c2ccccc2Cl)c1C(=O)c1ccccc1,4,i,-11,i,i,i,i,i,i,-3,i
Cc1cc(=O)oc2c(CN3CC(C)OC(C)C3)c(O)c(Cl)cc12 (stereo not given),2,i,-6,i,i,i,i,i,i,-342,i
COc1ccccc1NC(=O)N1CCC(C(=O)c2ccc(Cl)cc2)CC1,-4,i,-10,i,i,i,i,i,i,-7,i
CCn1c2c(c3cc(C(=O)O)ccc31)CCCC2=O,1,i,-7,i,i,i,i,i,i,-1,i
CCOC(=O)C1CCN(c2ncnc3c2oc2ccc(Br)cc23)CC1,0,i,-18,i,i,9*,i,i,i,11,100*
CCOC(=O)c1c(C)nc2sc3c(c2c1-c1ccc(OC)cc1)NC(c1ccc(OC)cc1)NC3=O (stereo not given),9,i,-7,i,i,i,i,i,i,10,i
COCCNc1nc2c(c(=O)n(C)c(=O)n2C)n1Cc1cccc(C)c1,0,i,-18,i,i,i,i,i,i,-6,i
Cn1c(CSCC(=O)Nc2ccccc2)nnc1SCc1ccccc1,7,i,-12,i,i,i,i,i,i,1,i
CN(C(=O)c1cccnc1)c1nc(-c2ccccc2)cs1,-1,i,-13,i,i,i,i,i,i,-3,i
O=C(NCCS(=O)(=O)c1ccc(Br)cc1)c1c(F)cccc1F,0,i,-4,i,i,i,i,i,i,-7,i
CCN(CC)c1ccc(NC(=O)COc2ccccc2C#N)cc1S(=O)(=O)Nc1ccc(OC)cc1,-1,i,-12,i,i,i,i,i,i,5,i
Cc1ccc(CSc2nnc(Cn3c(=O)sc4ccccc43)n2C)cc1,4,i,-7,i,i,i,i,i,i,-1,i
C[C@H](NC(=O)Cn1cncn1)c1ccccc1,-3,i,-8,i,i,i,i,i,i,2,i
CCN(CC)CCNC(C(=O)Nc1cccc(C(C)=O)c1)c1ccccc1 (stereo not given),2,i,-8,i,i,i,i,i,i,x,i
Cc1[nH]n(-c2ccccc2)c(=O)c1/C=N/n1c(C)nc2ccccc2c1=O,0,i,-15,i,i,i,i,i,i,4,i
COc1ccc(CC(=O)NCC2CCCCC2)cc1OC,-6,i,-4,i,i,i,i,i,i,x,i
CC(C)C(NC(=O)c1ccccc1)C(=O)NC1=NCCS1 (stereo not given),-8,i,-8,i,i,i,i,i,i,4,i
Cc1cc(C)cc(NC2=C(N)C(=O)c3ccccc3C2=O)c1,7,i,-5,i,i,i,i,i,i,-4,i
Cc1ccc(CNS(=O)(=O)c2cc3c4c(c2)CCN4C(=O)CC3)cc1,-7,i,-4,i,i,i,i,i,i,-10,i
CCOC(=O)CCc1c(C)c2ccc(OC3CCCCC3=O)c(C)c2oc1=O (stereo not given),-7,i,-2,i,i,i,i,i,i,-13,i
CC(C)CNC(=S)Nc1ccc(S(N)(=O)=O)cc1,-1,i,-7,i,i,i,i,i,i,-2,i
CCOc1ccc(N(CC(=O)NC2CCCC2)C(=O)CSc2nnc(COc3ccccc3)o2)cc1,-2,i,2,i,i,i,i,i,i,-2,i
Cc1cc(=O)[nH]c(SCC(=O)Nc2ccc(Br)cc2)n1,-7,i,-9,i,i,i,i,i,i,2,i

# The list goes on; it opens with the 4 that closed the last part.
SMILES,Dyrk1A ADPGlo,TMEM16A act,hERG protect,TRPC4 potent,TRPC4 act,KCNQ1 block,KCNK9 block,KCNQ1 pot,KCNK3 block,HDAC3 inhib,TMEM16A inh
CCOC(=O)CCc1c(C)c2ccc(OC3CCCCC3=O)c(C)c2oc1=O (stereo not given),-7,i,-2,i,i,i,i,i,i,-13,i
CC(C)CNC(=S)Nc1ccc(S(N)(=O)=O)cc1,-1,i,-7,i,i,i,i,i,i,-2,i
CCOc1ccc(N(CC(=O)NC2CCCC2)C(=O)CSc2nnc(COc3ccccc3)o2)cc1,-2,i,2,i,i,i,i,i,i,-2,i
Cc1cc(=O)[nH]c(SCC(=O)Nc2ccc(Br)cc2)n1,-7,i,-9,i,i,i,i,i,i,2,i
Cc1ccc(CNC(=O)COC(=O)CCOc2ccc(C)cc2)cc1,-2,i,-16,i,i,i,i,i,i,-1,i
CCOC(=O)c1sc(NC(=O)CCN2CCC(C)CC2)c(C(=O)OCC)c1C,6,i,-9,i,i,i,i,i,i,-3,i
CN(C(=O)COC(=O)C(Cc1ccccc1)NC(=O)c1ccccc1)c1ccccc1 (stereo not given),0,i,-6,i,i,i,i,i,i,-4,i
CC(C)NC(=O)/C(C#N)=C\c1ccc(N(C)C)c(Br)c1,2,i,-7,i,i,i,i,i,i,2,i
CCOC(=O)C1=C(C)N(C)C(=O)NC1c1cccc(O)c1 (stereo not given),2,i,-2,i,i,i,i,i,i,1,i
Cc1ccc[n+](CC(=O)Nc2cc(C(F)(F)F)ccc2N2CCOCC2)c1,x,i,-2,i,i,i,i,i,i,2,i
COc1cccc(CN2CCN(Cc3ccc(OC)c(OC)c3)CC2CCO)c1 (stereo not given),0,i,-8,i,i,i,i,i,i,7,i
CN(c1ccccc1)S(=O)(=O)c1ccc(Cl)c(C(=O)Nc2nc3ccccc3[nH]2)c1,9,i,-6,i,i,i,-7.1*,i,i,7,i
COc1cc(C)c(C(C)C)cc1S(=O)(=O)n1cnc(C)c1,3,i,-13,i,i,i,i,i,i,-1,i
CN(C)CCCN(C(=O)/C=C/c1cccs1)c1nc2c(F)cccc2s1,-2,i,-18,i,i,i,i,i,i,x,x
COc1ccc(CC(=O)NCc2cccs2)cc1OC,-3,i,-4,i,i,i,i,i,i,3,i
Cc1ccc(CCNC(=O)CC(C)CC2=NS(=O)(=O)c3ccccc3N2)cc1 (stereo not given),3,i,-8,i,i,i,i,i,i,-4,i
CC(NC(=O)CN(C)S(=O)(=O)c1cnc[nH]1)c1ccccc1 (stereo not given),3,i,-2,i,i,i,i,i,i,-1,i

# KCNQ1 block: what is marked active above.
SMILES	Dyrk1A ADPGlo	TMEM16A act	TRPC4 potent	KCNQ1 block	KCNK9 block	KCNQ1 pot	KCNK3 block	HDAC3 inhib
CCOC(=O)C1CCN(c2ncnc3c2oc2ccc(Br)cc23)CC1	0	i	i	9*	i	i	i	11

# This is a subset (hit frequency here may not be typical).
